CHRM1 PAM: human CHRM1 positive allosteric modulation. P11229. 360,000 tested, 0.088% active. activation, % at 3 µM. AID 588819. CHO-K1 hM1, Fluo-8 calcium fluorescence, ACh EC20; 0% = ACh EC20, 100% = maximal ACh; in the data active means activation above about 19%, passing the limit was not always enough
Target sequence (P11229 whole entry, looked up): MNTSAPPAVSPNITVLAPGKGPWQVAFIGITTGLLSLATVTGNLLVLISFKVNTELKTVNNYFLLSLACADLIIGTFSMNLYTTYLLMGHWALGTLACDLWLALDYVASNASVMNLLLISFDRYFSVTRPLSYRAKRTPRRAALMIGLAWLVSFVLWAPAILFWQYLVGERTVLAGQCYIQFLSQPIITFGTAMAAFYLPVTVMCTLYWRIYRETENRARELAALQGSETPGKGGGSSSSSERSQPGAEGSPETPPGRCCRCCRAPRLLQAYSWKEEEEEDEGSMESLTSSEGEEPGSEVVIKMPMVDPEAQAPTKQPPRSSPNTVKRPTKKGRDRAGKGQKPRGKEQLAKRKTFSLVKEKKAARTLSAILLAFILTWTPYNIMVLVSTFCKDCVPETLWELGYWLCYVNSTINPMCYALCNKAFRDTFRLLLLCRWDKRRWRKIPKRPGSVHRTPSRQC
CHRM4 agonist: agonists of human muscarinic M4 receptor (CHRM4); P08173; CHO-K1 hM4/Gqi5, Fluo-8 calcium fluorescence; vehicle 0%, full acetylcholine response 100%; activation, % at 3 µM; 360,000 tested, 0.14% active;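 active means activation above the run mean over all test wells plus 3 SD, cut at about 32% in these data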;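 further: peak over basal fluorescence ratio per well then scaled between controls; 0% = DMSO wells and 100% = acetylcholine at EC100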
Target sequence (P08173 whole entry, looked up): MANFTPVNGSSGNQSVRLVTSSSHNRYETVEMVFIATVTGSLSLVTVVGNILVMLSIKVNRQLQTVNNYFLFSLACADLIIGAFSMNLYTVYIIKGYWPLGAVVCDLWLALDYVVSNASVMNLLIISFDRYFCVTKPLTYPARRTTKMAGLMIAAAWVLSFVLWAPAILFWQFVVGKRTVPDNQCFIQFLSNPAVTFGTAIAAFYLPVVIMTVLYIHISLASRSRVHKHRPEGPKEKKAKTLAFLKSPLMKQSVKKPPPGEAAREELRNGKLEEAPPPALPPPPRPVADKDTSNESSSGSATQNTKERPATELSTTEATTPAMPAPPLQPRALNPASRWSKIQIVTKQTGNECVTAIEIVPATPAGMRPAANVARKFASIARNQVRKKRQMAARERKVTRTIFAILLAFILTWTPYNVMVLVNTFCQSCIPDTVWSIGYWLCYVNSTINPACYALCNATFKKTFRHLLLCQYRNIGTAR
CRFR2-BP ag: CRF-BP/CRF-R2 complex agonism. HEK293 CRF-R2/CRF-BP, calcium dye fluorescence (FLIPR); percent of saturating CRF peptide response. activation, % at 13.2 µM. 350,000 tested, 0.46% active. AID 588473;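 active means activation of at least 50%, plus an integration ratio under a set limit after plate pattern correction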;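 further: plate controls were neutral control wells without compound for no effect and CRF at EC100 for full effect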
CHRM4 antagonist: antagonists of human muscarinic M4 receptor (CHRM4) | P08173 | CHO-hM4 cells, ACh EC80, Fluo-8 calcium fluorescence | inhibition, % at 3 µM | 360,000 tested, 0.73% active | AID 624125;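 active means inhibition above its plate's cutoff, the mean inhibition of sample wells plus 3 SD, cut at about 27% in these data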;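 further: 0% = acetylcholine EC80 with DMSO and 100% = DMSO without agonist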
CHRM5 PAM: positive allosteric modulators of human muscarinic M5 receptor. AID 624038. 360,000 tested, 0.3% active. activation, % at 3 µM. CHO-K1 hM5, Fluo-8 calcium, ACh EC20 PAM; 0% = ACh EC20, 100% = ACh EC100. P08912;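 active means activation above the run cutoff, the mean activation of all test compounds plus 3 SD, cut at about 18% in these data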
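Assay system – human M5 receptor in CHO-K1 cells · Read-out – % activation, ACh-normalized · Technique – Fluo-8 calcium fluorescence · Dosing – single-point, 3 µM nominal · Incubation – Fluo-8 loading 80 min at 37 °C plus 30 min room temperature · Repeats – singlicate, one well per test compound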
M5 ag: agonists of human muscarinic M5 receptor (CHRM5); 360,000 tested, 0.19% active; CHO-K1 hM5 cells, Fluo-8 calcium fluorescence; 0% DMSO wells, 100% maximal acetylcholine response; activation, % at 3 µM; P08912;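 active means activation above the run's mean over test compounds plus 3 SD, cut at about 23% in these data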;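 further: signal is peak over basal fluorescence ratio across the kinetic read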
M4 PAM: CHRM4 positive allosteric modulation. P08173. CHO-K1 hM4/Gqi5, Fluo-8 calcium fluorescence, ACh EC20; 0% = ACh EC20, 100% = maximal ACh. activation, % at 3 µM. 360,000 tested, 0.4% active;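 active means activation above its plate's cutoff, the mean activation of sample wells plus 3 SD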; further: some results filed as inactive read as strong as hits
CHRM1 antagonist: antagonists of human M1 muscarinic receptor; AID 588852; P11229; inhibition, % at 3 µM; 360,000 tested, 1.3% active; CHO-K1 hM1, Fluo-8 calcium fluorescence, ACh EC80 antagonist;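 active means percent inhibition above its own plate's cutoff, namely the mean of that plate's compound wells plus 3 SD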;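 further: peak over basal fluorescence ratio during 140 s after agonist addition; 0% = ACh EC80 plus DMSO and 100% = DMSO alone without agonist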
CHRM5 antagonist: antagonists of human muscarinic M5 receptor (CHRM5) | P08912 | AID 624040 | 360,000 tested, 0.59% active | inhibition, % at 3 µM | CHO-hM5 cells, Fluo-8 calcium fluorescence, ACh EC80;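 active means inhibition above a per-plate cutoff, the mean of that plate's test compounds plus 3 SD, cut at about 27% in these data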;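 further: 0% = acetylcholine EC80 with DMSO and 100% = DMSO without agonist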
* hit, by the source's call; x = not tested or not shown; & = joins results of further samples.

structure,CHRM4 antagonist,CHRM1 PAM,CHRM5 antagonist,CHRM4 agonist,M4 PAM,CHRM1 antagonist,CHRM5 PAM,M5 ag,CRFR2-BP ag
CC(=O)[C@@H]1[C@@H](C(=O)c2ccccc2)[C@]2(C(=O)Nc3ccccc32)[C@H]2C=Cc3cc(F)ccc3N12,-1.1,1.5,5.3,1.6,6.7,0.5,-1.4,0.9,-0.7
O=C(CN1CCN(S(=O)(=O)c2cccc(F)c2)CC1)NCC1(N2CCOCC2)CCCCC1,-7.6,9.8,0.2,0.5,0.6,-9.6,9.6,-2.9,-0.3
Cn1c(N)c(C(=O)COC(=O)c2ccc3c(c2)C(=O)N(c2ccc(Cl)cc2)C3=O)c(=O)n(C)c1=O,-6.4,2.7,1.7,0.8,3.5,3.9,6.5,1.3,-1.5
CN(C)S(=O)(=O)c1ccc(C(=O)Nc2nc(-c3cccs3)cs2)cc1,2.6,-14.4,7.6,21.4,-10.0,19.1,-12.0,11.1,-0.3
Brc1ccccc1-c1ccccc1,-0.7,17.1,4.9,2.3,5.2,3.2,1.5,2.9,0.2
N/C(=N\OC(=O)Cc1ccc(-c2ccccc2)cc1)c1ccccn1,1.5,5.7,2.3,3.5,3.1,-8.5,-5.6,-9.9,9.6
CCNc1ncnc2c1cnn2C1CCCCO1 (centres undefined),6.3,-7.3,11.1,-0.1,-2.2,1.1,-1.8,2.2,3.2
O=[N+]([O-])c1cc(Br)c(O)c(C=Nc2ccc(N3CCOCC3)cc2)c1,-4.1,9.6,2.4,5.8,4.9,-8.3,-8.8,0.9,1.1
COc1ccccc1C(=O)N1CCC(N2CCN(c3ccccc3OC)CC2)CC1,-1.4,0.4,-9.8,0.3,-3.4,-5.4,2.3,-12.7,-0.8
CC(C)CCNC(=O)NC(=O)CN1C(=O)NC2(CCCCC2)C1=O,0.7,8.8,-2.3,-0.4,2.5,-6.7,-1.2,-1.5,-1.4

Following part
structure,CHRM4 antagonist,CHRM1 PAM,CHRM5 antagonist,CHRM4 agonist,M4 PAM,CHRM1 antagonist,CHRM5 PAM,M5 ag,CRFR2-BP ag
Cc1csc(=O)n1CC(=O)OCC(=O)NCc1ccc(F)cc1,-16.5,14.3,-1.6,1.0,10.5,-14.3,4.2,4.0,-0.1
Cc1nsc2nc3c(F)c(F)c(F)c(F)c3cc12,2.7,4.4,12.0,0.6,-0.2,-6.4,-3.3,-2.7,-1.7
COc1ccccc1C(=O)NC(=Nc1nc2ccccc2o1)NC(=O)c1ccccc1OC,-24.6&-5.4,3.1&5.1,-4.6&14.2,4.5&4.5,1.9&-1.4,-2.8&0.3,1.1&-8.6,5.3&0.9,-1.4
Cc1ccc(CN2CCN(c3ncccn3)CC2)c(C)c1,-5.0,12.4,5.3,-0.6,-1.7,-22.4,2.9,-2.5,-1.4
CC(=O)Nc1ccc(NC(=O)C/C(C)=N/NC(N)=S)cc1,-2.2,9.5,-6.2,0.4,7.2,-12.1,6.4,2.9,-0.5
CC(C)c1ccccc1NC(=O)Nc1nc(C(N)Cc2ccc(C(F)(F)F)cc2)cs1 (centres undefined),14.8,1.5,0.7,15.2,1.5,-0.7,2.7,2.0,x
CC(C)C[C@@H]1Cc2[nH][nH]c(=O)c2[C@H](C(C)C)O1,1.9,x,-8.2,2.2,9.6,x,0.4,4.7,x
NC(=O)CC(NC(=O)c1ccc(Br)cc1)c1ccc(N2CCN(c3ccccc3)CC2)c([N+](=O)[O-])c1 (centres undefined),3.7,2.9,13.2,0.7,4.0,3.9,0.4,-4.8,-1.9
Nc1c(C(=O)N/N=C/c2ccccc2Cl)oc2nc(-c3ccccc3)cc(-c3ccco3)c12,2.6,7.1,11.1,1.2,-0.6,-8.3,-1.7,-0.1,8.1
Cc1cccc(NC(=O)C2CC(=O)N(c3ccc4c(c3)OCCO4)C2)n1 (centres undefined),-1.4,14.7,6.0,1.6,13.6,-9.9,11.4,1.8,2.4

Going on with the list:
structure,CHRM4 antagonist,CHRM1 PAM,CHRM5 antagonist,CHRM4 agonist,M4 PAM,CHRM1 antagonist,CHRM5 PAM,M5 ag,CRFR2-BP ag
CC(c1ccccc1)N1CCc2[nH]c(=S)[nH]c(=O)c2C1 (centres undefined),-9.8,8.3,-7.6,0.0,6.5,-5.2,5.4,2.0,0.6
COc1ncc(-c2ccc(N3C(c4ccsc4)=Cc4ccc(F)cc4C3CC(=O)c3ccco3)cc2)cn1 (centres undefined),4.8,x,11.4,-0.6,0.6,x,-12.9,0.8,x
CC(C)C(NC(=O)/C=C/c1ccc(F)cc1)C(C)C,15.8,4.2,1.5,-0.5,3.1,-2.4,-3.9,-2.5,-0.9
CCc1nc2c(OCC(=O)C(C)(C)C)cccn2c1N(C=O)Cc1ccc(OC)cc1,-8.0,1.9,18.7,1.1,-0.9,0.1,-9.2,-0.9,x
CC(OC(=O)CNC(=O)c1sc2ccccc2c1Cl)c1ccccc1 (centres undefined),9.9,5.5,5.6,1.1,0.5,-7.4,-6.6,-0.1,-0.6
C#CCNC(=O)C[C@@H]1C[C@@]2(C(=O)OCC)CCC=C2N(Cc2ccco2)C1=O,-10.5,x,0.8,1.4,28.1*,x,3.0,1.3,x
OC(c1ccccc1)C(O)c1ccccc1 (centres undefined),-5.1,7.4,3.1,0.3,-0.8,-7.9,-6.5,-1.3,-1.4
CC(C)CN1C(=S)SC(C)(C)C1n1oc(=O)n(-c2ccccc2)c1=O (centres undefined),8.4,-5.0,-0.5,-1.0,-5.0,1.8,-4.4,-2.6,4.0
CCC(=O)c1ccc(N2CCN(C(=O)c3cc([N+](=O)[O-])ccc3N3CCN(C)CC3)CC2)c(F)c1,5.9,-9.6,-0.5,3.9,-9.6,11.4,-7.3,-4.1,1.2
Cc1cccc(OC(=O)CN2C(=O)C3C4CCC(C4)C3C2=O)c1C (centres undefined),8.7,-0.6,-1.1,2.1,-2.5,2.2,-2.2,2.1,-2.3

Records above marked active in M4 PAM:
Molecule	CHRM4 antagonist	CHRM1 PAM	CHRM5 antagonist	CHRM4 agonist	M4 PAM	CHRM1 antagonist	M5 ag	CRFR2-BP ag
C#CCNC(=O)C[C@@H]1C[C@@]2(C(=O)OCC)CCC=C2N(Cc2ccco2)C1=O	-10.5	x	0.8	1.4	28.1*	x	1.3	x

Following part
structure,CHRM4 antagonist,CHRM1 PAM,CHRM5 antagonist,CHRM4 agonist,M4 PAM,CHRM1 antagonist,CHRM5 PAM,M5 ag,CRFR2-BP ag
Cn1c(=O)c2c(nc(SCC(=O)NCc3ccc4c(c3)OCO4)n2Cc2ccccc2)n(C)c1=O,17.8,13.7,2.7,0.6,6.3,-17.6,-3.8,0.1,-2.2
CCOC(=O)[C@@H](C)N(Cc1ccc(OC)cc1)S(=O)(=O)N(Cc1ccccc1)[C@H](C(=O)OC)C(C)C,5.8,-7.6,8.7,1.7,0.2,13.3,-3.3,-2.4,1.9
Cc1ccc(CN(C(=O)c2csnn2)C(C(=O)NC2CCCC2)c2cccnc2)cc1 (centres undefined),-20.1,6.5,2.5,1.2,0.5,-19.8,-1.0,-3.1,1.1
CCCN(Cc1cc2cc(OC)ccc2[nH]c1=O)C(=O)c1ccco1,11.0,1.6,2.1,1.1,-4.4,1.1,7.2,1.4,-0.5
CC[C@H](C)/C=C/C1=CC2=C(Cl)C(=O)[C@@]3(C)OC(=O)C(C(=O)[C@H](C)[C@@H](C)O)=C3C2=CO1,-24.0,5.4,-6.4,0.8,14.0,-12.6,0.5,1.0,2.7
COC(=O)[C@]1(Cc2ccccc2)N[C@H](CN(C)S(=O)(=O)c2ccc(C(F)(F)F)cc2)[C@@H]2C(=O)N(Cc3ccccc3)C(=O)[C@@H]21,-10.6,1.2,0.1,0.0,1.7,-4.2,2.1,0.3,5.2
Cc1ccccc1OCC(=O)OCC(=O)c1ccc(OCc2ccccc2)cc1,-7.3,3.7,1.7,1.2,-6.6,-7.4,-2.8,0.0,1.9
O/N=C1\CCCC\C1=C/c1ccccc1,10.6,1.1,-2.6,-0.5,-5.4,-1.0,0.2,-3.9,-4.9
COc1ccc(C(CC(=O)N2CCOCC2)c2c(O)cc(OC)cc2OC)cc1 (centres undefined),-5.4,4.6,3.6,-0.8,-0.3,0.4,14.3,-1.8,0.1
CC(NC(=O)C1CCN(S(=O)(=O)c2ccccc2)CC1)c1ccccc1 (centres undefined),12.2,-0.3,-3.5,1.3,-5.3,-1.9,-2.7,0.7,0.3

(cont.)
structure,CHRM4 antagonist,CHRM1 PAM,CHRM5 antagonist,CHRM4 agonist,M4 PAM,CHRM1 antagonist,CHRM5 PAM,M5 ag,CRFR2-BP ag
CCOC(=O)c1ccc(NC(=O)CSc2nccn2C)cc1,3.8,4.2,1.2,1.4,-7.1,-4.2,1.4,-1.7,-1.5
CCCCn1c(N)c(N(CC(C)C)C(=O)c2ccc([N+](=O)[O-])o2)c(=O)[nH]c1=O,-2.0,-9.8,12.8,2.0,7.3,23.7,-6.0,1.6,3.5
O=C(COc1ccc2ccc(=O)oc2c1)Nc1ccc2c(c1)OCCO2,-2.8,-0.5,13.8,6.4,-1.6,-1.4,-8.9,-2.3,-3.4
Cn1c(=O)c2c(nc(N3CCOCC3)n2CCc2ccccc2)n(C)c1=O,1.5,0.3,3.5,-0.1,-3.3,5.5,3.2,3.4,-0.7
Cn1c(=O)c2c(nc(CN3CCC(C(N)=O)CC3)n2Cc2c(Cl)cccc2Cl)n(C)c1=O,-1.0,9.2,1.6,-0.8,7.7,-8.8,1.2,2.0,-0.2
CC(Nc1ccccc1)c1ccncc1 (centres undefined),4.8,6.5,-6.0,-0.3,-5.1,-0.8,3.9,0.4,1.1
COc1ccccc1N1CCN(C(=O)c2ccc(CN3CCOCC3)cc2)CC1,1.5,9.0,4.4,2.7,-3.0,-6.8,4.4,2.8,0.7
CC(C)(C)NC(=O)NCCc1ccccc1,5.6,12.7,0.6,0.8,-4.8,-19.7,9.4,1.6,-1.4
CN(c1ccccc1C(=O)N1CCc2ccccc2C1)S(C)(=O)=O,4.0,-8.8,-0.5,0.7,-3.4,2.1,-1.6,-1.9,-0.6
CCc1nc2ccc(C(=O)N3CCN(C)CC3)cn2c1N(C)CCCc1ccccc1,17.7,-30.4,4.3,1.9,-12.3,32.9*,-8.1,-2.0,x

Next results:
structure,CHRM4 antagonist,CHRM1 PAM,CHRM5 antagonist,CHRM4 agonist,M4 PAM,CHRM1 antagonist,CHRM5 PAM,M5 ag,CRFR2-BP ag
CCOC(=O)c1c(-c2ccco2)csc1NC(=O)COC(=O)c1cnc(C)cn1,-5.2,8.3,2.5,4.0,-0.1,-4.9,-5.7,-0.1,0.3
COc1ccc(OC)c(NC(=O)c2cccc(Cn3cc(Br)c([N+](=O)[O-])n3)c2)c1,-3.7,10.5,4.7,3.6,1.2,-0.8,-0.2,-3.0,-1.7
O=C(Nc1ccccc1F)C1CCN(C(=O)NCc2ccccc2)CC1,-11.2,1.0,11.6,2.0,1.5,3.3,-4.2,-2.0,-1.7
Cc1ccccc1-n1ncc2c1CC(C)(C)CC2NC(=O)CCN1Cc2ccccc2C1=O (centres undefined),3.0,-4.4,5.0,9.0,-4.6,13.0,-4.8,2.0,0.3
CCC1(C)Cc2ccccc2C(Nc2c(C)n(C)n(-c3ccccc3)c2=O)=N1 (centres undefined),4.5,4.5,-2.3,1.3,-5.7,-2.9,-0.1,-5.5,-1.5
COc1ccc(N2C(=O)C3CCCN3C2c2cccc(C)c2)cc1Cl (centres undefined),-1.1,2.8,-1.4,0.1,0.2,-2.9,5.8,-8.4,0.4

Assay outcomes from PubChem.
